OPRM1-OPRD1 inv – inverse agonists of MOR-DOR heterodimerization, primary screen, cell-based, luminescence; cell-based MOR-DOR heterodimer luminescence, inverse agonism; inhibition, % at 9.3 µM; actives 0.21% (n = 340,000); in the data active means inhibition above about 22%, passing the limit was not always enough;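 further: 0% = cells with DMSO and 100% = wells without cells with DMSO; values of inactives mirror those of a sister screen read the other way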
LANA DNA inh – inhibitors of KSHV C-LANA binding to DNA, primary screen, biochemical, fluorescence polarization, FAM-LBS DNA, MBP-C-LANA, single point | actives 0.078% (n = 340,000) | AID 504423, 2011 | inhibition, % at 9 µM;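 active means highest replicate inhibition at or above 60% at 9 µM, even if other replicates fall short; inactive means all replicates below 60% inhibition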;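 further: 0% = neutral control wells and 100% = 4 µM acridine orange control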
Wnt act – Wnt/beta-catenin pathway activators, primary screen, cell-based, plate reader, single point; Wnt/beta-catenin reporter cell assay, activator; activation, % at 9.35 µM; actives 1.2% (n = 300,000); AID 743398, 2014; in the data active means activation above about 30%, passing the limit was not always enough;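 further: 0% = neutral control wells and 100% = positive control wells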
RTF Ca sens inh – cardiac RTF calcium sensitivity inhibitors, primary screen, biochemical, IANBD-TnC fluorescence, EC70 calcium; inhibition, % at 7.15 µM; AID 493244, 2011; IANBD-labeled cardiac RTF, Ca2+ fluorescence; Troponin I, cardiac muscle (Homo sapiens) + Troponin T, cardiac muscle (Homo sapiens) + …; actives 0.12% (n = 340,000);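 active means inhibition above the mean inhibition of all tested compounds plus 3 SD, cut at about 17% in these data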;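 further: assay run at fixed EC70 calcium of 1.6 mM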
Arr AP2 block – inhibitors of beta-arrestin/AP2 binding, primary screen, biochemical, GPCR trafficking, flow cytometry. inhibition, % at 10 µM. FITC-arrestin peptide / GST-AP2 beads; AP2 beta2 appendage carries R879A mutation. actives 0.31% (n = 340,000). AID 504490, 2011;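 active means inhibition above a set limit, near 3 SD of compounds lacking own fluorescence, cut at about 54% in these data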;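 further: plate controls were DMSO wells for no effect and 5 µM unlabelled arrestin peptide for full effect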
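System: GST-AP2 R879A glutathione beads. Medium: PBS with 0.05% Tween 20 and 0.1% BSA. Also added: FITC-arrestin peptide, 50 nM. Incubation: 12 min plus 1 h, RT. Measured by: high-throughput flow cytometry of beads, ex 488, em 535 nm. Evaluation: percent drop in bead-associated FITC signal.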
Pemphigus Ab inh – inhibitors of pemphigus antibody binding to DSG3, primary screen, biochemical, bead-based, flow cytometry, scFv-GFP. AID 588358, 2011. DSG3-coupled beads, scFv-anti-DSG3-GFP binding; stronger effect = lower value. binding (percent of control), % at 10 µM. Desmoglein-3 (Homo sapiens), P32926. actives 0.48% (n = 310,000);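 active means binding more than 3 SD below its plate's average and above zero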;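 further: hits lower antibody fragment binding to DSG3; some compounds called inactive have numbers as strong as hits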
V-ATPase pHluor – regulators of yeast V-ATPase proton pumping, primary screen, pHLuorin cytosolic pH fluorescence. S. cerevisiae. response, % at 10 µM. actives 0.37% (n = 350,000); in the data active means response mostly above about 7.3%, no sharp cut-off; inactive means mostly below about 5.4%; further: actives read high; inactives centre near 0; some compounds called inactive have numbers as strong as hits; reference of the scale not given here
cardiac RTF act – cardiac RTF calcium sensitivity activators, primary screen, biochemical, IANBD-TnC fluorescence, EC20 calcium; activation, % at 7.2 µM; actives 0.24% (n = 340,000); Troponin I, cardiac muscle (Homo sapiens) + Troponin T, cardiac muscle (Homo sapiens) + …; IANBD-labeled TnC RTF fluorescence at EC20 calcium; 0% EC20 calcium, 100% full calcium; AID 493008, 2010;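 active means activation above the mean over all tested compounds plus 3 SD, cut at about 30% in these data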;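 further: rise in fluorescence read as greater calcium sensitivity of cardiac thin filaments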
OPRM1-OPRD1 ag – agonists of OPRM1-OPRD1 heterodimerization, primary screen, cell-based, luminescence; activation, % at 9.3 µM; AID 504326, 2011; actives 0.3% (n = 340,000); Mu-type opioid receptor (Homo sapiens) + Delta-type opioid receptor (Homo sapiens), …; cells; in the data active means activation above about 18%;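 further: 0% = vehicle-treated cells and 100% = reference agonist; values of inactives mirror those of a sister screen read the other way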
Keap1-Nrf2 PPI – Keap1-Nrf2 protein-protein interaction inhibitors, primary screen, biochemical, fluorescence polarization, single point; inhibition, % at 9.4 µM; AID 504523, 2011; actives 0.15% (n = 340,000); Keap1 Kelch-Nrf2 peptide fluorescence polarization, 1536-well; Kelch-like ECH-associated protein 1 (Homo sapiens), Q14145; in the data active means inhibition above about 12%;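 further: human Keap1 Kelch domain with fluorescein labeled Nrf2 9mer peptide probe; 0% = neutral control wells and 100% = peptide positive control; higher means more block of Keap1 binding to Nrf2 peptide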
Target sequence (Q14145 whole entry, looked up, the tested form may be a part): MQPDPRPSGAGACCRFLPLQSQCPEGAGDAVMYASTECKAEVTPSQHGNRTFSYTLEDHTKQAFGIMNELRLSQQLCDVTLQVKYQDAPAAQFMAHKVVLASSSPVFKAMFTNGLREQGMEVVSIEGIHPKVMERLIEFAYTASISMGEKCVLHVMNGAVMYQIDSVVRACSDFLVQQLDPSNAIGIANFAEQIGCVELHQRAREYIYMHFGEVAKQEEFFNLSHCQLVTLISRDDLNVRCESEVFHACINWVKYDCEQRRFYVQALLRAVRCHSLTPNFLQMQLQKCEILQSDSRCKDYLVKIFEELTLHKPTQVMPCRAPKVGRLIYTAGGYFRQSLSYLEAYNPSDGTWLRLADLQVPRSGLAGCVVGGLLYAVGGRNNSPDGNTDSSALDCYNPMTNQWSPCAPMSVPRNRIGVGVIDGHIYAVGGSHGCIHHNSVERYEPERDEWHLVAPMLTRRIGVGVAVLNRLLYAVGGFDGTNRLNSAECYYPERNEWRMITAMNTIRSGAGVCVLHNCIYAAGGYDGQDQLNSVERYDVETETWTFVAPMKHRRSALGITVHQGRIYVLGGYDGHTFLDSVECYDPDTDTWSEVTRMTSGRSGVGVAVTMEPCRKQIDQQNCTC
The depositor's hits bear a star. Compounds as they come; any-hit rate near 3.1%.

O=C(O)c1cc(-c2ccc(Cl)cc2)n(-c2ccc(Cl)cc2)n1 was read as OPRM1-OPRD1 inv 4, LANA DNA inh 1.3, Wnt act -1, RTF Ca sens inh -8, Arr AP2 block 25, Pemphigus Ab inh 96, V-ATPase pHluor 4, cardiac RTF act 9, OPRM1-OPRD1 ag -0.7 and Keap1-Nrf2 PPI -4.
Screening Cc1c(C(=O)N2CCN(c3ccccc3)CC2)oc2c(F)cccc12 returned OPRM1-OPRD1 inv -27, LANA DNA inh 0.3, Wnt act 3, RTF Ca sens inh -1, Arr AP2 block -17, Pemphigus Ab inh 104, V-ATPase pHluor 0, cardiac RTF act -4, OPRM1-OPRD1 ag 3.9 and Keap1-Nrf2 PPI -2.
Screening O=S1(=O)N=C(N(CCO)/N=C/c2ccccc2)c2ccccc21 returned OPRM1-OPRD1 inv -5, LANA DNA inh -0.4, Wnt act -1, RTF Ca sens inh -2, Arr AP2 block 60*, Pemphigus Ab inh 99, V-ATPase pHluor 8, cardiac RTF act -3, OPRM1-OPRD1 ag 1.0 and Keap1-Nrf2 PPI 0.
For O=C(CCCCCN1C(=O)[C@@H]2Cc3ccccc3CN2C1=O)Nc1ccccc1Cl the results were OPRM1-OPRD1 inv -1, LANA DNA inh 0.0, Wnt act 0, RTF Ca sens inh -13, Arr AP2 block 11, Pemphigus Ab inh 106, V-ATPase pHluor -1, cardiac RTF act 0, OPRM1-OPRD1 ag 0.3 and Keap1-Nrf2 PPI 4.
C=CCOc1c(Br)cc(/C=C2/C(=O)ON=C2C)cc1OC was read as OPRM1-OPRD1 inv 9, LANA DNA inh 0.0, Wnt act 1, RTF Ca sens inh -5, Arr AP2 block 32, Pemphigus Ab inh 106, V-ATPase pHluor 7, cardiac RTF act -1, OPRM1-OPRD1 ag -2.0 and Keap1-Nrf2 PPI -2.
For O=C(N[C@@H](Cc1ccccc1)C(=O)OCc1ccccc1)c1nc[nH]c1C(=O)NC(c1ccccc1)c1ccccc1 the results were OPRM1-OPRD1 inv 8, LANA DNA inh 0.2, Wnt act -1, RTF Ca sens inh -3, Arr AP2 block -6, Pemphigus Ab inh 98, V-ATPase pHluor -1, cardiac RTF act -2, OPRM1-OPRD1 ag -1.5 and Keap1-Nrf2 PPI -2.
For COc1cc(CC(=O)OCC(=O)Nc2cc(S(=O)(=O)N3CCCC3)ccc2Cl)cc(OC)c1OC the results were OPRM1-OPRD1 inv 15, LANA DNA inh -1.8, Wnt act -6, RTF Ca sens inh -4, Arr AP2 block -8, Pemphigus Ab inh 97, V-ATPase pHluor 0, cardiac RTF act 0, OPRM1-OPRD1 ag -3.4 and Keap1-Nrf2 PPI -2.
`Cc1cccc(C)c1NC(=O)COC(=O)c1cccc2c1C(=O)c1ccccc1C2=O` gave OPRM1-OPRD1 inv -36, LANA DNA inh 2.4, Wnt act -2, RTF Ca sens inh -12, Arr AP2 block 3, Pemphigus Ab inh 103, V-ATPase pHluor 1, cardiac RTF act -4, OPRM1-OPRD1 ag 7.4 and Keap1-Nrf2 PPI -2.
Screening Cc1noc(C)c1COc1cccc(C(=O)OCCOc2ccc(F)cc2)c1 returned OPRM1-OPRD1 inv 4, LANA DNA inh 0.9, Wnt act -5, RTF Ca sens inh 4, Arr AP2 block 20, Pemphigus Ab inh 110, V-ATPase pHluor 1, cardiac RTF act -2, OPRM1-OPRD1 ag -0.7 and Keap1-Nrf2 PPI -2.
Cc1ccc(NC(=O)c2ccc(OC(=O)COc3ccc(Cl)c(C)c3)cc2)cc1 was read as OPRM1-OPRD1 inv -1, LANA DNA inh -1.2, RTF Ca sens inh -4, Arr AP2 block 11, Pemphigus Ab inh 104, V-ATPase pHluor -2, cardiac RTF act 2, OPRM1-OPRD1 ag 0.1 and Keap1-Nrf2 PPI -4.
O=C(Nc1ccccc1N1CCOCC1)c1cc(-c2ccncc2)nc2ccccc12 was read as OPRM1-OPRD1 inv -23, LANA DNA inh 1.7, Wnt act -2, RTF Ca sens inh -7, Arr AP2 block 0, Pemphigus Ab inh 113, V-ATPase pHluor 4, cardiac RTF act -1, OPRM1-OPRD1 ag 4.9 and Keap1-Nrf2 PPI -3.
`C=CCC[C@H](Cc1ccc(F)cc1)C(=O)OC[C@H]1CCCN1C(=O)[C@@H](CC=C)CC(=O)NCCO` gave OPRM1-OPRD1 inv 1, LANA DNA inh -1.1, Wnt act -1, RTF Ca sens inh -6, Arr AP2 block 5, Pemphigus Ab inh 99, V-ATPase pHluor -2, cardiac RTF act -4, OPRM1-OPRD1 ag -0.3 and Keap1-Nrf2 PPI -3.
CCOc1ccc(NC(=O)CCNC(=O)c2ccc(Br)cc2)cc1 was read as OPRM1-OPRD1 inv -16, LANA DNA inh 2.3, Wnt act 3, RTF Ca sens inh -9, Arr AP2 block 1, Pemphigus Ab inh 110, V-ATPase pHluor 8, cardiac RTF act 0, OPRM1-OPRD1 ag 3.0 and Keap1-Nrf2 PPI 3.
O=C(COc1ccc(Cl)cc1Cl)NC(=O)N1CCCCC1 was read as OPRM1-OPRD1 inv -13, LANA DNA inh 0.5, RTF Ca sens inh -4, Arr AP2 block 6, Pemphigus Ab inh 98, V-ATPase pHluor -4, cardiac RTF act 2, OPRM1-OPRD1 ag 2.1 and Keap1-Nrf2 PPI 1.
`CCOc1cc(NC(=S)NCC(C)C)c(OCC)cc1NC(=O)c1cccs1` gave OPRM1-OPRD1 inv 2, LANA DNA inh 2.8, RTF Ca sens inh 0, Arr AP2 block 12, Pemphigus Ab inh 84, V-ATPase pHluor -3, cardiac RTF act -3, OPRM1-OPRD1 ag -0.3 and Keap1-Nrf2 PPI -2.
Screening COCCn1c(SCC(=O)c2cc(C)n(C)c2C)nc2ccccc2c1=O returned OPRM1-OPRD1 inv 13, LANA DNA inh 1.3, Wnt act 12, RTF Ca sens inh -3, Arr AP2 block 44, Pemphigus Ab inh 115, V-ATPase pHluor -3, cardiac RTF act 1, OPRM1-OPRD1 ag -2.8 and Keap1-Nrf2 PPI -2.
Screening Cc1ccc(Nc2ccccc2N)cc1 returned OPRM1-OPRD1 inv -104, LANA DNA inh 0.3, Wnt act 1, RTF Ca sens inh -18, Arr AP2 block 11, Pemphigus Ab inh 108, V-ATPase pHluor 0, cardiac RTF act -2, OPRM1-OPRD1 ag 21* and Keap1-Nrf2 PPI -3.
For COc1ccccc1-c1nnc2sc(-c3cc4ccccc4o3)nn12 the results were OPRM1-OPRD1 inv 12, LANA DNA inh 2.0, Wnt act -24, RTF Ca sens inh -7, Arr AP2 block -1, Pemphigus Ab inh 105, V-ATPase pHluor 0, cardiac RTF act 7, OPRM1-OPRD1 ag -2.2 and Keap1-Nrf2 PPI -4.
`Cc1cccc(NC(=O)c2cnc3scc(C)n3c2=O)c1` gave OPRM1-OPRD1 inv 9, LANA DNA inh -0.1, Wnt act 6, RTF Ca sens inh 0, Arr AP2 block -1, Pemphigus Ab inh 104, V-ATPase pHluor 1, cardiac RTF act -5, OPRM1-OPRD1 ag -1.5 and Keap1-Nrf2 PPI 1.
Screening O=C1c2ccccc2C(=O)N1OCCOCCOCCBr returned OPRM1-OPRD1 inv 2, LANA DNA inh 0.5, RTF Ca sens inh 5, Arr AP2 block 27, Pemphigus Ab inh 87, V-ATPase pHluor 0, cardiac RTF act 3, OPRM1-OPRD1 ag -0.3 and Keap1-Nrf2 PPI 2.
CCn1c(C(O)c2cc(OC)c(OC)c(OC)c2)nc2ccccc21 (centres undefined) was read as OPRM1-OPRD1 inv 11, LANA DNA inh 4.8, Wnt act 1, RTF Ca sens inh 3, Arr AP2 block 27, Pemphigus Ab inh 98, V-ATPase pHluor 2, cardiac RTF act -4, OPRM1-OPRD1 ag -2.5 and Keap1-Nrf2 PPI 0.
`CC(NC(=O)c1ccc(S(=O)(=O)NCc2ccco2)cc1)c1ccc(F)cc1` (centres undefined) gave OPRM1-OPRD1 inv 7, LANA DNA inh 2.8, Wnt act 0, RTF Ca sens inh -3, Arr AP2 block -1, Pemphigus Ab inh 98, V-ATPase pHluor 1, cardiac RTF act -2, OPRM1-OPRD1 ag -1.6 and Keap1-Nrf2 PPI 6.
O=C(Nc1cc2ccccc2oc1=O)C1CCCCC1 was read as OPRM1-OPRD1 inv -10, LANA DNA inh -1.8, RTF Ca sens inh -2, Arr AP2 block 34, Pemphigus Ab inh 108, V-ATPase pHluor 0, cardiac RTF act 2, OPRM1-OPRD1 ag 1.7 and Keap1-Nrf2 PPI 6.
Screening CCN(C(=O)C1CCCN(c2ncnc3c2nc2n3CCCCC2)C1)c1cccc(Cl)c1 (centres undefined) returned OPRM1-OPRD1 inv 1, LANA DNA inh 1.3, Wnt act -2, RTF Ca sens inh 0, Arr AP2 block 2, Pemphigus Ab inh 81, V-ATPase pHluor 2, cardiac RTF act -4, OPRM1-OPRD1 ag -0.1 and Keap1-Nrf2 PPI -1.
`O=C(c1ccc2c3c(cccc13)CC2)C1CCCN(Cc2cccnc2)C1` (centres undefined) gave OPRM1-OPRD1 inv -2, LANA DNA inh -0.7, Wnt act 8, RTF Ca sens inh -4, Arr AP2 block 9, Pemphigus Ab inh 107, V-ATPase pHluor 4, cardiac RTF act 4, OPRM1-OPRD1 ag 0.4 and Keap1-Nrf2 PPI -7.
`CC(C)CC(=O)Nc1ncc([N+](=O)[O-])s1` gave OPRM1-OPRD1 inv 19, LANA DNA inh -1.3, Wnt act 5, RTF Ca sens inh 1, Arr AP2 block 12, Pemphigus Ab inh 100, V-ATPase pHluor 3, cardiac RTF act -10, OPRM1-OPRD1 ag -3.8 and Keap1-Nrf2 PPI -3.
`Cc1onc(-c2ccccc2Cl)c1C(=O)NCc1nc(-c2ccc(C(F)(F)F)cc2)no1` gave OPRM1-OPRD1 inv -18, LANA DNA inh 0.7, Wnt act -3, RTF Ca sens inh 2, Arr AP2 block 33, V-ATPase pHluor 3, cardiac RTF act 3, OPRM1-OPRD1 ag 3.5 and Keap1-Nrf2 PPI -8.
For CCNc1oc(-c2cccc3ccccc23)nc1C#N the results were OPRM1-OPRD1 inv -39, LANA DNA inh 0.1, RTF Ca sens inh -10, Arr AP2 block 16, Pemphigus Ab inh 105, V-ATPase pHluor -40, cardiac RTF act 4, OPRM1-OPRD1 ag 7.2 and Keap1-Nrf2 PPI -2.

Screens deposited in PubChem by several laboratories.
